From PubChem BioAssay
GLS inhibitor – blocks human kidney-isoform glutaminase activity; actives 0.21% (n = 410,000); AID 624170; O94925; GLS enzymatic activity, qHTS titration; Potency, µM (titrated, usually from 45.5 µM), for inactives: at the highest dose activity change, negative = inhibition, hits mostly inhibitors; also: potency is read from the fitted curve at half-maximal effect; % is scaled to controls: 0 for no effect and ±100 for the full control effect
Target sequence (O94925 whole entry, looked up, canonical isoform): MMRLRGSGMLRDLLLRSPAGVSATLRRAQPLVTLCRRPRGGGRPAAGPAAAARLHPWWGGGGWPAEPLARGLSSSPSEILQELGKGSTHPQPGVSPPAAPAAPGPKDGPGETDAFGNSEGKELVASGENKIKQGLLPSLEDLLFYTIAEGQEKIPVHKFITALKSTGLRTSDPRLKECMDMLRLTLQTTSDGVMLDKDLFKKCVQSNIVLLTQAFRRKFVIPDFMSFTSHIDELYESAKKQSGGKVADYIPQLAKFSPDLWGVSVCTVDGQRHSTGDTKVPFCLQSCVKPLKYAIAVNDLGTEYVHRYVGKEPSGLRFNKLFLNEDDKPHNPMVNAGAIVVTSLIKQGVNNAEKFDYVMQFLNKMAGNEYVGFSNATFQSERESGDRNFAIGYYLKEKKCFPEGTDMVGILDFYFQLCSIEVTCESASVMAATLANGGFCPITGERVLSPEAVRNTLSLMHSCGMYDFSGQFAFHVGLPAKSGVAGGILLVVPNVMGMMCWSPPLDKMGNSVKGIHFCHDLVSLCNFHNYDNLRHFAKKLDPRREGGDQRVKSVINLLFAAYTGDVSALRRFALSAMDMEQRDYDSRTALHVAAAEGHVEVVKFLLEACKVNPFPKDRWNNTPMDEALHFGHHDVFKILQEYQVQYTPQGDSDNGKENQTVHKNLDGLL
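Read-out is an Amplex red fluorescence increase coupled through glutamate oxidase and HRP, measured before and after 30 min room-temperature incubation. hKGA is in 45 mM KH2PO4 (pH 8.2) with 0.02% Tween-20; glutamine added as 1mM solution.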
PGK inhibitor – T. brucei PGK inhibition; PGK/GAPDH coupled, Kinase-Glo luminescence, 60 min; AID 602233; P07378; actives 0.043% (n = 380,000); Potency, µM (top dose mostly 57.5 µM), inactives show at the top dose activity change, negative = inhibition, most hits filed as inhibitors; also: potency is read from the fitted curve at half-maximal effect; % is scaled to controls: 0 for no effect and ±100 for the full control effect; nearly all actives have a fitted effect of over 60% in size
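Luminescent ATP detection (Kinase-Glo Plus) follows a 60-minute room-temperature incubation, with wells lacking PGK as controls. Buffer: 100 mM TEA (pH 7.6), 5 mM MgCl2, 0.01% Tween-20. Coupling enzyme GAPDH (100 nM final) supplies unstable 1,3-BPG in-well.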
PI4K2A inh – blocks human PI4K2A kinase activity. purified PI4K2A, ADP-Glo luminescence, 1 h; stronger effect = lower value. AID 1346378. activity change, negative = inhibition, % at 76.9 µM. actives 0.13% (n = 420,000); in the data active = activity change below about -50%; inconclusive = mostly about -30% to -49%;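 also: -100% = wells without enzyme as full effect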
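PI4K2A activity was measured by ADP-Glo luminescence: enzyme (4 ug/mL stock) and phosphatidylinositol (1.2 mM stock) in Tris pH 7.5/MgCl2/EGTA/Triton X-100 buffer were reacted with ATP (300 microM stock) for one hour at ambient temperature.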
BAZ2B block – inhibitors of human BAZ2B bromodomain. AlphaScreen BAZ2B-H3K14Ac peptide displacement. Potency, µM (titrated, usually from 114 µM), inactives show at the top dose activity change, negative = inhibition, actives largely listed as inhibitors. actives 4.4% (n = 360,000); also: potency is read from the fitted curve at half-maximal effect; % is scaled to controls: 0 for no effect and ±100 for the full control effect; nearly all actives have a fitted effect of over 60% in size
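AlphaScreen displacement: compounds (up to 110uM) incubated 30 min at room temperature with a preformed 50 nM BAZ2B/50 nM biotinylated H3K14Ac peptide complex in PBS pH 7.4 with Tween-20. Donor and acceptor beads at 10 ug/mL final added, 20 min light-protected before reading.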
POLH inh – inhibitors of human DNA polymerase eta; recombinant Pol eta, fluorescent DNA replication assay; Q9Y253; actives 1.2% (n = 390,000); Potency, µM (titrated, usually from 114 µM), without a hit: at the highest dose activity change, negative = inhibition, most hits filed as inhibitors; also: potency is read from the fitted curve at half-maximal effect; % is scaled to controls: 0 for no effect and ±100 for the full control effect
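Fluorescent replication assay: 50 nM final substrate added after a 15 min room-temperature compound preincubation with 10 nM enzyme. Signal taken at 0 min and again at 10 min.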
G9a block – G9a (human) methyltransferase inhibition; Q96KQ7; G9a H3K9 monomethylation, AlphaScreen, 2 h; Potency, µM (top dose mostly 102 µM), for the others: at the top dose activity, negative = inhibition, usual class: inhibitors; actives 8.8% (n = 350,000); AID 504332; also: potency is read from the fitted curve at half-maximal effect; % is scaled to controls: 0 for no effect and ±100 for the full control effect; nearly all actives have a fitted effect of over 75% in size
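Enzyme 20 nM + cpd, 15 min RT; add b-H3K9 pep 500 nM / SAM 20 uM; 2 h RT; anti-H3K9me1 Ab 0.5 ug/mL + SA donor / anti-rabbit acceptor beads 20 ug/mL each, 10 min; AlphaScreen read.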
Pin1 inh – human Pin1 inhibition; actives 0.009% (n = 390,000); Q13526; Potency, µM (titrated, usually from 115 µM), inactives show at the top dose activity, negative = inhibition, most hits filed as inhibitors; AID 504891; Pin1 FP peptide displacement, HiFluor488, 10 min; active = well fitted inhibition curve with a large enough effect in the polarisation, with a control signal flat, not every such curve was filed as active; inconclusive = small, poorly fitted or top-dose-only effect, or effect the other way, or a change in a side signal; inactive = no such curve, though single readings can be large or run the other way; the % refers to the polarisation; also: potency is read from the fitted curve at half-maximal effect; % is scaled to controls: 0 for no effect and ±100 for the full control effect
Target sequence (Q13526 whole entry, looked up): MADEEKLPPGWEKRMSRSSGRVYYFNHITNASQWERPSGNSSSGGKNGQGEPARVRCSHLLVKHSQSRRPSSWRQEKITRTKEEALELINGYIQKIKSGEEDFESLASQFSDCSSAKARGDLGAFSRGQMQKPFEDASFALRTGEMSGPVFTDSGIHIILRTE
HP1b chromo inh – blocks HP1-beta chromodomain binding to methylated histone tails; actives 0.56% (n = 390,000); AlphaScreen HP1-beta / biotin-H3K9me3 peptide binding; Potency, µM (highest dose often 114 µM), without a hit: at the highest dose activity change, negative = inhibition, hits mostly inhibitors; AID 540317; also: potency is read from the fitted curve at half-maximal effect; nearly all actives have a fitted effect of over 70% in size; inactives centre near 23
Target sequence (P83916 whole entry, looked up): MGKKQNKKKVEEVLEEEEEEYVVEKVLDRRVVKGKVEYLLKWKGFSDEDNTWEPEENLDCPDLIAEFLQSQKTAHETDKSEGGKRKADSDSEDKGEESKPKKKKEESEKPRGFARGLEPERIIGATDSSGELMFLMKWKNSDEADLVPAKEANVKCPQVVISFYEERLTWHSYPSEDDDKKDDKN
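HP1-beta protein (50 nM final) preincubated 30 min at room temperature with biotinylated H3(1-18)K9me3 peptide (50 nM) in PBS pH 7.4, 0.01% Tween-20, then compound added for 30 min. AlphaScreen streptavidin donor/nickel chelate acceptor beads (10 ug/mL final), 30 min dark, luminescence read.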
JMJD2A Tudor – JMJD2A Tudor domain (human) inhibition. O75164. AlphaScreen JMJD2A-Tudor / H3K4me3 peptide binding. Potency, µM (top dose mostly 114 µM), without a hit: at the highest dose activity change, negative = inhibition, actives largely listed as inhibitors. actives 4.4% (n = 390,000); also: potency is read from the fitted curve at half-maximal effect; % is scaled to controls: 0 for no effect and ±100 for the full control effect; nearly all actives have a fitted effect of over 50% in size
An asterisk follows results filed as active; i = inactive; ? = inconclusive; . = no result given; [ ] = dose if it differs, or a comment. Unless noted, calls follow the shape of the dose curve; as a rule, active = well fitted curve in the direction sought with a large enough effect; inconclusive = small, poorly fitted or top-dose-only effect, or another doubt; inactive = no such curve, though single readings can be large; an effect the other way counts as inactive or inconclusive. Some of the compounds tested (hit frequency here may not be typical).

SMILES	GLS inhibitor	PGK inhibitor	PI4K2A inh	BAZ2B block	POLH inh	G9a block	Pin1 inh	HP1b chromo inh	JMJD2A Tudor
COc1ccc(CNCc2ccco2)cc1OCc1ccccc1	10%	.	-1	79µM*	13%	13µM*	-17%	?	13µM*
N/C(=N\OC(=O)C12CC3CC(CC(C3)C1)C2)c1ccccc1	-4%	12%	-5	39%	-18%	53%[activator][12.7 µM]	2%	81%[activator]	41%[activator]
COc1cccc(CC2(CO)CCN(Cc3ccc(NC(C)=O)cc3)CC2)c1	-2%	-5%	9	0%	-15%	3%	3%	31%	-3%
Cc1ccccc1Cn1c2ccccc2c2cnn(CC(=O)NCc3cccc(Cl)c3)c(=O)c21	-3%	i	8	-2%	4%	-5%[59 µM]	30%	-2%	-11%
CCN(C(=O)CSc1nc(-c2ccccc2)c(-c2ccccc2)[nH]1)C1CCS(=O)(=O)C1 (centres undefined)	-17%	-10%	5	-35%	-4%	?	-12%	6%	-32%
Cc1cccc(-c2nnc(SCC(=O)NC3CCCCC3)o2)c1	-1%	4%	-3	1%	-22%	-4%[59 µM]	5%	35%[activator]	3%
Cc1cc(C)c(S(=O)(=O)/N=C2/C=C(SCC(=O)O)C(=O)c3ccccc32)cc1C	-17%	-6%	-53*	35µM*	20µM*	5.6µM*	?	35µM*	25µM*
CCc1nc2c(sc3nc4c(cc32)COC(C)(C)C4)c(=O)n1Cc1ccccc1	8%	8%	-11	8%	-13%	?	3%	20%	-22%
CCN(CC(=O)Nc1ccccc1C(F)(F)F)C(=O)C1CCN(C(=O)Nc2ccccc2)CC1	1%	1%	-1	-3%	-6%	3%[59 µM]	-4%	29%	6%
CC(=O)Nc1c(O)nc(SCC(=O)Nc2cccc(C)c2)[nH]c1=O	13%	.	3	6%	-4%	17%	2%	22%	-31%
CCOC(=O)NC(=O)CSc1nnnn1-c1ccccc1	-4%	-7%	1	4%	-2%	-8%[59 µM]	-6%	32%	-3%
CC(OC(=O)c1ccc(NS(=O)(=O)c2ccc3[nH]c(=O)[nH]c3c2)cc1)C(=O)Nc1cccc(Cl)c1Cl (centres undefined)	14%	11%	2	1%	-15%	13%[12.7 µM]	5%	20%	-3%
O=C(OCc1nc2ccccc2s1)C1CCN(C2=NS(=O)(=O)c3ccccc32)CC1	4%	i	-2	3%	2%	-3%[59 µM]	32%[activator]	-2%	-30%
O=C(COC(=O)c1cc(S(=O)(=O)N2CCOCC2)ccc1Cl)NCc1ccc2c(c1)OCO2	-3%	-2%	4	-9%	-4%	16%[59 µM]	3%	13%	-25%
COC(=O)CNC(c1ccccc1)c1cc(Br)ccc1NC(=O)CNC(=O)OCc1ccccc1 (centres undefined)	5%	5%	1	-12%	-17%	5%[59 µM]	11%	24%	-10%[57.1 µM]

Brought forward from above: five entries; new compounds follow.
SMILES	GLS inhibitor	PGK inhibitor	PI4K2A inh	BAZ2B block	POLH inh	G9a block	Pin1 inh	HP1b chromo inh	JMJD2A Tudor
CCOC(=O)NC(=O)CSc1nnnn1-c1ccccc1	-4%	-7%	1	4%	-2%	-8%[59 µM]	-6%	32%	-3%
CC(OC(=O)c1ccc(NS(=O)(=O)c2ccc3[nH]c(=O)[nH]c3c2)cc1)C(=O)Nc1cccc(Cl)c1Cl (centres undefined)	14%	11%	2	1%	-15%	13%[12.7 µM]	5%	20%	-3%
O=C(OCc1nc2ccccc2s1)C1CCN(C2=NS(=O)(=O)c3ccccc32)CC1	4%	i	-2	3%	2%	-3%[59 µM]	32%[activator]	-2%	-30%
O=C(COC(=O)c1cc(S(=O)(=O)N2CCOCC2)ccc1Cl)NCc1ccc2c(c1)OCO2	-3%	-2%	4	-9%	-4%	16%[59 µM]	3%	13%	-25%
COC(=O)CNC(c1ccccc1)c1cc(Br)ccc1NC(=O)CNC(=O)OCc1ccccc1 (centres undefined)	5%	5%	1	-12%	-17%	5%[59 µM]	11%	24%	-10%[57.1 µM]
COc1ccc(-n2nc(C(C)=O)c(=O)[nH]c2=O)cc1	10%	-2%	5	-19%	-9%	-24%	0%	29%	-16%
CC(=O)c1cc(C#N)c(Oc2ccccc2)nc1C	10%	i	-1	.	-14%	.	1%	27%	-14%
Cc1cc2cc3c(=O)[nH]c(=O)nc-3n(CC(O)C(O)C(O)CO)c2cc1C (centres undefined)	12%	7%	0	.	-15%	.	?	25%	-16%
Cc1ccc(NC2CCCN(C(=O)c3snnc3C)C2)cc1C (centres undefined)	-9%	-1%	9	-22%	-15%	-16%[0.0925 µM]	-4%	17%	-12%
COc1ccc(CNC(=O)C2CCCN(S(=O)(=O)c3c(C)noc3/C=C/N(C)C)C2)cc1 (centres undefined)	-18%	-1%	3	-13%	-13%	-29%	4%	34%	-33%
Cn1c(=O)oc2cc(S(=O)(=O)NC(Cc3ccccc3)C(=O)N3CCCCC3)ccc21 (centres undefined)	3%	-9%	4	11%	-14%	-5%	1%	41%[activator]	-15%
CCCCCCCc1c(O)nc(SCCN(C)C)[nH]c1=O	-15%	4%	2	?	-20%	-7%	-14%	30%	1%
CC(C)c1ccc(CNc2nc(-c3ccco3)nn2S(=O)(=O)c2ccc(F)cc2)cc1	-6%	i	-3	-17%	-11%	-4%[59 µM]	-9%	52%[activator]	1%
CC(C)(C)n1nnnc1C(c1cccs1)N1CCN(C(=O)c2ccco2)CC1 (centres undefined)	11%	-1%	-3	-4%	9%	16%[59 µM]	-10%	59%[activator]	-27%
CCC(Oc1ccccc1C)C(=O)N1CCCN(C)CC1 (centres undefined)	8%	13%	1	-4%	-14%	.	0%	30%	-10%
O=C(Nc1ccc2c(c1)OCCO2)c1cccc(C(=O)Nc2ccc3c(c2)OCCO3)c1	-5%	4%	-1	-2%	-8%	-15%[2.33 µM]	6%	19%	-10%
C=CCN=C1NN=C(c2cc(C)n(CC=C)c2C)CS1	-16%	-11%	-7	?	-11%	?	-6%	2%	?
CC(NC(=O)CN(C)Cc1cccs1)c1ccccc1 (centres undefined)	-1%	-6%	0	-3%	-3%	5%	-2%	37%	-7%
CCc1nnc(N/N=C/c2c(Cl)cccc2Cl)n1N	5%	-8%	-25	-4%	-2%	-7%	-5%	27%	-31%
C=CCOc1ccc(/C(O)=C2/C(=O)C(=O)N(CCCN3CCOCC3)C2c2ccc(OC)cc2)cc1 (centres undefined)	16%	-8%	0	-4%	-10%	?	-2%	9%	-29%
Cc1cc(=O)n2ccsc2n1	7%	-5%	0	-1%	-5%	37%[59 µM]	-3%	13%	-7%
O=C(CSc1nc(-c2ccc(F)cc2)cs1)NCC1CCCO1 (centres undefined)	-12%	1%	2	.	?	.	2%	-6%	-20%
O=[N+]([O-])/C(C=Nc1ccccc1O)=C\Nc1ccccc1O	-24%	i	4	-38%	-7%	-17%	-1%	29%	-16%
COc1ccc(-c2c(-c3ccc4c(c3)OCO4)c3ccccc3n2C)cc1	-3%	i	-1	.	-17%	.	14%	-18%	?
Cc1cccc(OCC(=O)Nc2nc3c(s2)CC(C(C)(C)C)CC3)c1C (centres undefined)	-1%	-10%	-4	3%	-10%	-15%[59 µM]	6%	6%	-2%
O=C(NCCCc1ccccc1)C1CCC(=O)N(CCc2ccc(Cl)cc2)C1 (centres undefined)	-1%	12%	-3	-9%	-15%	-3%[12.7 µM]	-2%	22%	-7%
Cc1ccc(C)c(N2CCN(C(=O)CCc3nc(-c4cccc(F)c4)no3)CC2)c1	6%	i	0	.	-4%	.	-7%	44%[activator]	-1%
CCCCSc1nnc2[nH]c(=O)cc(N)n12	5%	1%	3	-2%	-14%	-10%[59 µM]	-4%	22%	-12%
CSc1ncccc1C(=O)OCC(=O)NC1CCCCC1	0%	-4%	-1	10%	-17%	-3%[2.33 µM]	-6%	45%[activator]	-1%
CC(C)N(c1ccccc1)c1ccc(NC(=O)C2CCCO2)cc1 (centres undefined)	?	-2%	6	-25%	0%	?	30%	10%	-21%
O=C(Nc1ccc(S(=O)(=O)N2CCOCC2)cc1)C1CCN(S(=O)(=O)c2ccccc2)CC1	-1%	0%	-3	7%	-16%	-53%	-1%	31%	-12%
COc1ccc(-c2nc(CS(=O)CC(=O)NC3CCCCC3C)c(C)o2)cc1OC (centres undefined)	-2%	-7%	3	-21%	-3%	-12%	6%	56%[activator]	8%
Cc1cc(C)c2c(=O)[nH]n(C3CC(C)N(C)CC3C)c2n1 (centres undefined)	-5%	-1%	-4	11%	-6%	-32%[2.33 µM]	-3%	21%	-16%

Three entries out of the list above, sorted by their value in JMJD2A Tudor, descending.
SMILES	GLS inhibitor	PGK inhibitor	PI4K2A inh	BAZ2B block	POLH inh	G9a block	Pin1 inh	HP1b chromo inh	JMJD2A Tudor
CCCCCCCc1c(O)nc(SCCN(C)C)[nH]c1=O	-15%	4%	2	?	-20%	-7%	-14%	30%	1%
CCOC(=O)NC(=O)CSc1nnnn1-c1ccccc1	-4%	-7%	1	4%	-2%	-8%[59 µM]	-6%	32%	-3%
COc1ccc(-n2nc(C(C)=O)c(=O)[nH]c2=O)cc1	10%	-2%	5	-19%	-9%	-24%	0%	29%	-16%
